B2AR arrestin: qHTS assay of beta-arrestin-biased ligands of beta2-adrenergic receptor; Potency, µM (top dose mostly 46.1 µM), without a hit: top-dose activation, usual class: activators; 330,000 compounds, 0.02% hits; beta-arrestin recruitment to beta2AR, cell-based reporter; AID 492947, 2010;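 also: potency is read from the fitted curve at half-maximal effect; 0% = DMSO controls and full agonism = EC100 isoproterenol or metaproterenol; nearly all actives have a fitted effect of over 65% in size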
BCR signal inh: qHTS Assay to Find Inhibitors of Chronic Active B-Cell Receptor Signaling. ABC-DLBCL IkBa-CBG/CBR reporter, luminescence ratio, 4 h. Potency, µM (top dose mostly 46.1 µM), without a hit: at the top dose ratio change, negative = lower green/red ratio, hits mostly inhibitors. 340,000 compounds, 0.05% hits. AID 493014, 2011; active = well fitted inhibition curve with a large enough effect in the signal ratio, with a control signal flat, not every such curve was filed as active; inconclusive = small, poorly fitted or top-dose-only effect, or effect the other way, or a change in a side signal; the % refers to the signal ratio;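 also: potency is read from the fitted curve at half-maximal effect; plate controls were basal doxycycline-induced cells for no effect and cells given 10 µM MG132 for full effect; MG132 reads +100%, hits lower the ratio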
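TMD8 ABC-DLBCL cells carrying doxycycline-inducible green luciferase fused to IkappaBalpha plus unfused red luciferase were exposed to compounds (up to 46 uM) for 4 hrs at 37C. Activity came from the overlap-corrected green/red luminescence ratio.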
PKM2 act: qHTS Assay for Activators of Human Muscle isoform 2 Pyruvate Kinase; Pyruvate kinase PKM (Homo sapiens), P14618; purified PKM2, Kinase-Glo ATP luminescence, activation; response scale: 0% is enzyme alone, no compound; Potency, µM (titrated, usually from 57.5 µM), for the others: at the highest dose activation, hits mostly activators; 260,000 compounds, 0.34% hits; also: potency is read from the fitted curve at half-maximal effect; nearly all actives have a fitted effect of over 55% in size
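Purified hPK-M2 (>95% pure) converted ADP (0.1 mM final) to ATP with 0.5 mM PEP in 50 mM imidazole pH7.2, KCl, MgCl2, Tween 20, BSA; 1 h at room temperature. ATP detected by Kinase-Glo luminescence.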
Coupling enz: qHTS Assay for Inhibitors of Fructose-1,6-bisphosphate Aldolase from Giardia Lamblia: Coupling assay counterscreen; coupling enzyme system counterscreen, AmpLite Red fluorescence; activity change, negative = inhibition, % at 58.2 µM, hits read low; 290,000 compounds, 0.67% hits; AID 2472, 2010; in the data active = activity change below about -30%
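Activity here indicates interference with the coupling reaction, not aldolase inhibition. Compounds at 57.5 uM final met coupling enzymes for 10 min at RT; substrate and AmpLite Red detection followed, with a 525/598 nm fluorescence read after 20 min.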
uPA surface inh: qHTS for Inhibitors of Cell Surface uPA Generation | Potency, µM (series often up to 38.3 µM), for inactives: at the highest dose activity change, negative = inhibition, most hits filed as inhibitors | 330,000 compounds, 0.31% hits | cell surface uPA generation assay, qHTS; active = well fitted inhibition curve with a large enough effect; inconclusive = small, poorly fitted or top-dose-only effect; inactive = no such curve, though single readings can be large or run the other way; tested in mouse RAW 264.7 cells; also: potency is read from the fitted curve at half-maximal effect; nearly all actives have a fitted effect of over 55% in size
KCNH2 3.1 inh: qHTS for Inhibitors of KCHN2 3.1: Mutant qHTS. U2OS KCNH2 3.1, thallium flux FluxOr; hits give low values. activity change, % (tested at about 1.8 µM). 340,000 compounds, 0.95% hits. AID 720553, 2013;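 active = maximum activity change below -70%; inconclusive = maximum activity change from -70% to -50%; inactive = maximum activity change above -50%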;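 also: thallium influx rate constant from kinetic fluorescence after stimulation buffer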
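FluxOr-based Tl+ influx in U2OS cells transduced with KCNH2 3.1 virus; rate constants normalized to DMSO controls.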
Giardia killer: Small Molecules that selectively kill Giardia lamblia: qHTS; Giardia lamblia trophozoite viability; activity change, % at 7.66 µM, hits read low; 340,000 compounds, 0.15% hits; AID 540267, 2011; in the data active = activity change below about -80%; inconclusive = between about -30% and that limit;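 also: parasites exposed to compound for two days anaerobically before the ATP read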
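ATP-content bioluminescence gauges trophozoite survival. Cells (100/well) receive compound and incubate anaerobically for 48 hrs at 37 deg C; detection reagent follows for 15-30 min at room temperature.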
USP2a block: qHTS Assay for Inhibitors of Ubiquitin-specific Protease USP2a Using CHOP2 as the Reporter; 330,000 compounds, 0.01% hits; AID 463254, 2010; USP2 core, Ub-CHOP2 coupled fluorogenic reporter, 485/531; Potency, µM (top dose mostly 38.3 µM), without a hit: at the highest dose activity change, negative = inhibition, hits mostly inhibitors;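 also: potency is read from the fitted curve at half-maximal effect; plate controls were DMSO wells for no effect and full inhibition by NEM control for full effect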
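USP2 core (10nM final) preincubated 30min RT with compound in 20mM Tris-HCl pH 8.0, 2mM CaCl2, 2mM beta-mercaptoethanol, 0.05% CHAPS; 25nM Ub-CHOP2 plus 25nM reporter substrate added, fluorescence (Ex485/Em531) read after 60min.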
Eya2 phos inh: qHTS Assay for Inhibitors of the Phosphatase Activity of Eya2; AID 488837, 2010; recombinant Eya2, OMFP fluorescence dephosphorylation (OMFP is methylfluorescein phosphate); Potency, µM (top dose mostly 76.9 µM), for inactives: at the top dose activity, negative = inhibition, most hits filed as inhibitors; 330,000 compounds, 0.006% hits; Protein phosphatase EYA2 (Homo sapiens), O00167; also: potency is read from the fitted curve at half-maximal effect
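Eya2 protein (added as 0.2 uM solution) was preincubated with compound for 10 min at ambient temperature in 50 mM HEPES pH 7.5, 50 mM NaCl, 5 uM MgCl2, 0.05% BSA, 1 mM DTT. OMFP (added at 50 uM) then reacted 10 min; fluorescence read at 485/525 nm.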
KCNH2 WT inh: qHTS for Inhibitors of KCHN2 3.1: Wildtype qHTS; Voltage-gated inwardly rectifying potassium channel KCNH2 (Homo sapiens), Q12809; U2OS, BacMam KCNH2, thallium flux FluxOr; hits give low values; activity change, % at 1.84 µM; 340,000 compounds, 0.37% hits; AID 720551, 2013;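 active = maximum activity change below -70%; inconclusive = maximum activity change between -70% and -50%; inactive = maximum activity change above -50%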
Target sequence (Q12809 whole entry, looked up): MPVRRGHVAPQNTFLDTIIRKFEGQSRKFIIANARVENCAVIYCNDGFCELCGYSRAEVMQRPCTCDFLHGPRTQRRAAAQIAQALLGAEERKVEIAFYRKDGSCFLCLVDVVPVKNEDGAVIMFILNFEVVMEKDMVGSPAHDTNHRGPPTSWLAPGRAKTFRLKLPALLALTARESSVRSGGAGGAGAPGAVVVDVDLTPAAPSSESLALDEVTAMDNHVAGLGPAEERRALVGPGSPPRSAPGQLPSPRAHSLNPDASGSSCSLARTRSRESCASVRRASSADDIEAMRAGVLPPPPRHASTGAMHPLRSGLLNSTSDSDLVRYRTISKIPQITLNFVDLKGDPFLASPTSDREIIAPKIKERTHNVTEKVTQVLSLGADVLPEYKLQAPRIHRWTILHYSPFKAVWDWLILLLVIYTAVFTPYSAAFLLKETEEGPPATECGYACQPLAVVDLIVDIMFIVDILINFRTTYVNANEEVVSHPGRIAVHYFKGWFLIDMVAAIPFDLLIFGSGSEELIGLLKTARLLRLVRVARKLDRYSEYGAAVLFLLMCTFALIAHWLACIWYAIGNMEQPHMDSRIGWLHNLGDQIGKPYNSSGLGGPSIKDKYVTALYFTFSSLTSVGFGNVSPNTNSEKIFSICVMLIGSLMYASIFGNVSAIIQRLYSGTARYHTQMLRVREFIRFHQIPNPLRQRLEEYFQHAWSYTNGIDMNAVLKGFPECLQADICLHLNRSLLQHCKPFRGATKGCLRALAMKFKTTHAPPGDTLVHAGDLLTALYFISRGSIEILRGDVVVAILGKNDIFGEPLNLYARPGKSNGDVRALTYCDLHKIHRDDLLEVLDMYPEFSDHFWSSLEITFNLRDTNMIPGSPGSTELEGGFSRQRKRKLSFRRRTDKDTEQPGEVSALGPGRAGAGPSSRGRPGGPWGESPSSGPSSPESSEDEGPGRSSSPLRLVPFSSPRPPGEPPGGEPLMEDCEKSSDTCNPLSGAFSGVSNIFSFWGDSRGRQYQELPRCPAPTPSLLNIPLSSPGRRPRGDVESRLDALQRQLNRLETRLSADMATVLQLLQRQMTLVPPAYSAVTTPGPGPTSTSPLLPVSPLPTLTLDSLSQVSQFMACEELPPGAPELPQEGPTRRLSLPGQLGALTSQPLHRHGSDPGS
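U2OS cells were transduced with wild-type KCNH2 virus (2.03 x 10^8 / mL) for 4 h at room temperature, then cultured overnight at 37 C. Thallium flux was read with FluxOr dye. Rate constants were normalized to DMSO controls.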
GALK inh: qHTS Assay for Inhibitors of Human Galactokinase (GALK). Purified GALK, Kinase-Glo residual ATP luminescence. P51570. 270,000 compounds, 0.007% hits. AID 1868, 2009. Potency, µM (titrated, usually from 57.5 µM), for inactives: at the top dose activity change, negative = inhibition, actives largely listed as inhibitors; also: potency is read from the fitted curve at half-maximal effect
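GALK at 5 nM final was combined with compound, 35 uM ATP and 100 uM galactose in HEPES pH8.0 with MgCl2 and DTT. The reaction ran one hour at room temperature before luminescent ATP detection.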
* hit, by the source's call; i = inactive; ? = inconclusive; . = not tested or not shown; & = joins results of further samples; [ ] = dose if it differs, or a comment. Unless noted, calls follow the shape of the dose curve; as a rule, active = well fitted curve in the direction sought with a large enough effect; inconclusive = small, poorly fitted or top-dose-only effect, or another doubt; inactive = no such curve, though single readings can be large; an effect the other way counts as inactive or inconclusive. Unless noted, % is scaled to controls: 0 for no effect and ±100 for the full control effect.

SMILES	B2AR arrestin	BCR signal inh	PKM2 act	Coupling enz	uPA surface inh	KCNH2 3.1 inh	Giardia killer	USP2a block	Eya2 phos inh	KCNH2 WT inh	GALK inh
CCOc1ccc2nc(/N=C/c3c(C)[nH]n(-c4ccccc4)c3=O)sc2c1	-0.8%	9%	2%	-14	-5%	-7	-17	1%	-9%	0	1%
Oc1ccc(/C=N/Nc2ccnc3cc(Cl)ccc23)c(O)c1	0.4%	13%	2%	-1	?	-7	-3	0%	8%	-6	-3%
O=C(Cc1ccc([N+](=O)[O-])cc1)NC(C(=O)O)C(O)c1cccc([N+](=O)[O-])c1 (configuration not stated)	0.0%	2%	2%[11.5 µM]	1	0%	-1	-2	0%	-6%	-4	1%
COc1ccc(NC(=O)CSc2nccn2-c2cccc(OC)c2)cc1	3.3%	-17%	0%	3	10%	10	-2	3%	-12%	-1	0%
O=C(COC(=O)c1ccc(=O)n(Cc2ccccc2)n1)Nc1ccc2c(c1)OCCO2	0.0%	5%	-2%	1	0%	4	-21	-2%	-7%	-8	0%
CC(C)C(NC(=O)c1ccco1)C(=O)OCC(=O)NCCc1ccccc1 (configuration not stated)	2.9%	-1%	.	.	10%	16	-25	-1%	-15%	-5	.
CN(C)CCCOc1cccc(Oc2ccccc2)c1	3.8%	-7%	-5%	0	4%	-21	-3	2%	-1%	0	2%
CCN1CCc2c(C#N)c(N3CCOCC3)nc(NCCO)c2C1	0.1%	2%	8%	3	1%	-6	-5	2%	-7%	0	4%
Cc1ccc(CNC(=O)C(=O)NCC2CCCN2S(=O)(=O)c2cc(C)ccc2C)cc1 (configuration not stated)	0.5%	?	.	.	-2%	9	-28	1%	-22%	0	.
CCCc1nc2ccccc2c(=O)n1CC(=O)c1ccc(F)cc1	0.4%	0%	.	4	3%	3	?	-1%	7%	-3	0%
COC(=O)c1sc2ncccc2c1OCc1ccccc1Cl	-0.2%	?	0%	1	-1%	2	2	-2%	-26%	1	3%
CCOC(=O)c1c(S(=O)(=O)NCC(=O)NCc2cccc(C)c2)c(C)n(C)c1C	0.0%	-6%&4%	.	1	-1%	-5	17	3%	13%	7	1%
O=C(c1ccco1)N(Cc1ccccc1)c1cccc([N+](=O)[O-])c1	0.3%	-1%	?	9	-10%	8	-15	-8%	-13%	-2	-2%
O=C(Cc1cccs1)NNC(=S)NCc1ccco1	-0.6%	-2%	6%	0	1%	2	-25	1%	-1%	-9	9%
Cc1csc(SCC(=O)N(C)CC(=O)Nc2ccc(F)cc2)n1	0.2%	-1%	3%	-1	.	.	.	2%	-5%	.	0%
COC(=O)c1ccc2c(=O)n(CCCCCC(=O)NC(C)C)c(=O)[nH]c2c1	0.0%	?	4%	3	-2%	-1	18	0%	18%	1	1%
Cn1nc(C(=O)Nc2ccccc2N2CCOCC2)ccc1=O	-0.3%	-3%	.	.	3%	6	13	1%	1%	9	.
O=c1c2c(nc3cc(-c4ccccc4)[nH]n13)CCS2	-0.7%	?	-6%	-2	0%	2	-11	-2%	-6%	-1	-1%
Cc1cccc2sc(NNC(=O)c3cc(-c4cccs4)nc4ccccc34)nc12	-1.0%	?	-9%	-1	?	23	8	-8%	-2%	4	.
FC(F)(F)c1ccccc1/C=N/n1c(COc2ccccc2)n[nH]c1=S	-0.8%	5%	.	6	-9%	-13	28	-9%	-2%	-5	-2%
COc1cc2c(cc1OC)C(C)N(C(=O)c1ccc(Br)o1)CC2 (configuration not stated)	0.0%	-1%	2%	-3	-8%	0	-5	4%	0%	-5	-1%
Nc1n[nH]c(N)c1N=Nc1ccc(Cl)cc1Cl	0.1%	?	-4%	0	?	-24	24	-1%	-9%	-5	2%
C=CC(=C)CC(NC)c1ccccc1 (configuration not stated)	-0.6%	?	2%	-1	-10%	-33	12	3%	12%	-1	-2%
CC(=O)O[C@]1(C(C)=O)CCC2C3CCC4=C/C(=N/OCC(=O)O)CC[C@]4(C)C3CC[C@@]21C (some centres not stated)	-0.5%	0%	.	5	3%	-8	?	-6%	-6%	4	6%
COC(=O)c1ccccc1NC(=O)CN1CCC(C(=O)c2ccc3c(c2)OCCO3)CC1	-0.9%	?	9%	1	.	-19	1	-8%	-21%	-4	-1%
Cn1c(=O)c2c(SCC(=O)NCCc3ccccc3)nc(C3CC3)nc2n(C)c1=O	-0.6%	4%	-5%	1	2%	14	9	1%	-5%	4	.
C=CCN1CCN(C(=O)CCc2ccccc2)CC1	-0.6%	9%	0%	7	5%	-2	-11	4%	3%	-1	0%
Cc1nnsc1SCC(=O)O	-2.0%	-14%	-2%	5	3%	2	3	-1%	0%	1	2%
Cc1ccc(-n2c(CC#N)n[nH]c2=S)c(C)c1	0.1%	?	-2%	1	-3%	17	7	8%	11%	0	.
C=CCN(C(=O)CNC(=O)c1ccco1)C(C(=O)NC1CCCC1)c1cccs1 (configuration not stated)	0.1%	-4%	-14%	6	8%	-3	6	2%	1%	-6	2%
CCOC(=O)c1nc(S(C)(=O)=O)ncc1N1CCOCC1	-0.4%	-2%	-4%	3	-2%	-13	-3	2%	6%	-1	-3%
COc1ccc2ccccc2c1C1NC(=O)NC(C)=C1[N+](=O)[O-] (configuration not stated)	-0.3%	-4%	.	0	-10%	2	27	3%	1%	4	-2%
N#Cc1c(Nc2ccccc2)c(/C=N/N=C/c2ccccc2)c[nH]c1=O	0.1%	8%	-8%	0	-6%	6	-28	-1%	-10%	-1	0%
COc1ccc(OCCCc2c(C)n[nH]c2C)cc1	-0.3%	?	0%	0	-5%	-17	?	5%	6%	-7	-2%
N=c1sccn1CC(=O)Nc1cc(S(=O)(=O)N2CCCCC2)ccc1Cl	0.0%	-9%	-7%	2	-1%	-3	9	2%	-12%	23	1%
COc1ccc(S(=O)(=O)N2CCCC2C(=O)Nn2cnnc2)cc1 (configuration not stated)	-0.1%	0%	0%	3	1%	-14	14	2%	15%	1	1%
COc1ccc(CN(C)C(C)C(=O)Nc2ccc([N+](=O)[O-])cc2Cl)cc1OC (configuration not stated)	-0.3%	-5%	-17%	0	-4%	-85*	-4	1%	1%	0	0%
COCCNC(=O)c1ccc(N2CCCCC2)c(NS(=O)(=O)c2ccc(C)cc2)c1	-0.4%	-2%	4%	-14	10%	-5	34[activator]	-7%	-3%	5	2%
C#Cc1ccc([C@H]2C=C(C(=O)NCc3ccccc3)O[C@@H](OCC)[C@@H]2CCCO)cc1	0.2%	-1%	2%	5	?	-26	-28	-3%	-9%	8	0%
NNc1ccc(Cc2ccc(Cl)cc2Cl)nn1	-1.4%	?	-1%	0	-4%	-9	-9	3%	-4%	i	2%
CCOC(=O)c1nc(C)sc1-c1ccnn1S(=O)(=O)c1ccccc1C(F)(F)F	3.2%	1%	6%	-19	2%	-1	-14	1%	-9%	-4	1%
CCC(=O)NC(=S)Nc1ccc(NC(=O)c2ccc(Br)o2)cc1	0.2%	?	7%	-7	0%	-19	-9	2%	0%	.	7%
COc1ccc(S(=O)(=O)Nc2cccc3c2O[C@H](CN(C)S(=O)(=O)c2cn(C)cn2)[C@@H](C)CN([C@H](C)CO)C3=O)cc1	-0.2%	2%	.	.	16%	18	2	4%	-22%	-5	.
COc1ccc(-c2cc(=O)n(-c3ccc([N+](=O)[O-])cc3)[nH]2)cc1	0.9%	?	-6%	0	2%	-4	-10	-10%	-4%	-5	-1%

High-throughput results from PubChem.
